SKN-1 inh: C. elegans SKN-1 inhibition; actives 0.49% (n = 360,000); C. elegans VP596 Pgst-4::GFP/RFP ratio, acrylamide-induced, 24 h; AID 624304; inhibition, % at 21.8 µM;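 active = interference check ratio from 0.5 to 1.5 plus GFP to RFP signal ratio inhibition reaching or exceeding a fixed threshold, cut at about 30% in these data, passing the limit was not always enough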; note: some compounds called inactive have numbers as strong as hits
Neddylation inh: cullin neddylation inhibition. P61081+Q13564. TR-FRET cullin neddylation, biochemical. calls only at 25 µM. actives 0.58% (n = 360,000). AID 651699; in the data active = inhibition above about 36%
SUMO1-SIM PPI: modulators of human SUMO1-mediated protein-protein interactions. inhibition, % at 20 µM. SUMO1 binding to a labelled peptide, TR-FRET, 1 h. P63165. actives 0.33% (n = 360,000); in the data active = inhibition above about 37%
LMPTP block: blocks human LMPTP phosphatase | P24666 | inhibition, % at 20 µM | actives 0.22% (n = 360,000) | recombinant LMPTP-A, OMFP fluorogenic substrate, fluorescence intensity;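 active = compounds that cut the enzyme signal by at least half of the control window in the single-dose screen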;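 note: plate controls were DMSO wells with enzyme plus substrate for no effect and substrate without enzyme for full effect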
Target sequence (P24666 whole entry, looked up): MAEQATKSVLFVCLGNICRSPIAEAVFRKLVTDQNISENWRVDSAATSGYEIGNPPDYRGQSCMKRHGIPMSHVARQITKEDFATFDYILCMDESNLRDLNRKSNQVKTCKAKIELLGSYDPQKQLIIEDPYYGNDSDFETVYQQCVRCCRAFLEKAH
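Test system – LMPTP-A phosphatase enzyme · Quantity – 0.625 nM LMPTP-A final · Reagent – OMFP substrate, 400 µM final · Dosing – one test concentration per compound, 20 µM, with 3% DMSO overall · Timing – 50 min enzyme reaction at room temperature, protected from light · Detection – fluorescence intensity · Controls – substrate-only low control, DMSO enzyme-plus-substrate high control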
DNMT1 block: DNMT1 (human) enzyme inhibition. actives 0.83% (n = 360,000). AID 588458. P26358. DNMT1 molecular beacon, Hinp1I cleavage, fluorescence. inhibition (reported as % activation of signal), % at 10 µM; in the data active = inhibition above about 50%
CendR NRP1 mod: NRP-1/CendR interaction modulation. FAM-RPARPAR peptide binding to NRP-1, fluorescence polarization. AID 602438. O14786. inhibition, % at 25 µM. actives 0.85% (n = 360,000);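 active = inhibition or corrected inhibition above about 18%, plus a signal ratio from 0.5 to 1.5, limit read from the data, passing the limit was not always enough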; note: strong numbers were not always called active
Target sequence (O14786 whole entry, looked up): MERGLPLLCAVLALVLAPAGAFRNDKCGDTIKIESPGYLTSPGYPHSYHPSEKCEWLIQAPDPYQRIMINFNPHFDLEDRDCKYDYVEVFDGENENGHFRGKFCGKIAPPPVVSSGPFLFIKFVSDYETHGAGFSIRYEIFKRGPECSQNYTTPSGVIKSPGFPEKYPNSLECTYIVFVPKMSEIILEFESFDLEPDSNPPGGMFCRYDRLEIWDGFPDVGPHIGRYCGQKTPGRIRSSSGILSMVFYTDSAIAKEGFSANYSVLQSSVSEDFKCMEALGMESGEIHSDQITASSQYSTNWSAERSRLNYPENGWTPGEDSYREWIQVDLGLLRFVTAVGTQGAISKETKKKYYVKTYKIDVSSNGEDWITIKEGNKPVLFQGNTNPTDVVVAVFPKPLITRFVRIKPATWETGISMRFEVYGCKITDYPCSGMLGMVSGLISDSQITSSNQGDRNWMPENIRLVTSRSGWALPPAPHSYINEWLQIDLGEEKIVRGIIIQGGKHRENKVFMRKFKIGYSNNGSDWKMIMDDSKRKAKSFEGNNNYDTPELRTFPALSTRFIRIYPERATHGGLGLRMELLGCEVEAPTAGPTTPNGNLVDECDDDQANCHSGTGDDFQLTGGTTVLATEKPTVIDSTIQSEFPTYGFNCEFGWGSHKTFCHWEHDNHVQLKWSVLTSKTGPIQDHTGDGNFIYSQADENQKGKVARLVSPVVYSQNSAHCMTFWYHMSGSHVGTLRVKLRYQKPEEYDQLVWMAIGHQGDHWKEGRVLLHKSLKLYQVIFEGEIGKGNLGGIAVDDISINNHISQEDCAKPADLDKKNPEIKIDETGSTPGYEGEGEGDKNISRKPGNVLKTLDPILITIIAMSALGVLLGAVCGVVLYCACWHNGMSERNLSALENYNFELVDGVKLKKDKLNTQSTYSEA
STEP inh: STEP (human) phosphatase inhibition | P54829 | recombinant STEP, OMFP fluorogenic substrate, fluorescence | inhibition, % at 20 µM | actives 0.25% (n = 360,000) | AID 588621;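 active = inhibition at 20 µM, scaled per plate between control wells, above about 37%, limit read from the data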;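 note: 0% = DMSO with enzyme and substrate and 100% = substrate only without enzyme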
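Material: STEP (striatal-enriched tyrosine phosphatase) enzyme, cell-free; Compound dosing: 20 µM single dose in 1% DMSO; Technique: fluorescence read at 480 nm ex / 540 nm em; Times: reaction 20 min, ambient temperature; Medium: 50 mM Bis-Tris pH 6.0 with 2.5 mM DTT and 0.005% Tween 20; Also added: OMFP at 25 µM.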
NadD inh: inhibitors of Staphylococcus aureus NadD | actives 0.78% (n = 360,000) | purified NadD enzyme, colorimetric absorbance read-out | inhibition, % at 20 µM; in the data active = inhibition above about 26%; note: some compounds past the cut are filed as inactive
Scp-1 inhibitor: inhibitors of human Scp-1 phosphatase; Q9GZU7; Recombinant Scp1, phosphopeptide, malachite green phosphate absorbance; inhibition, % at 20 µM; actives 0.88% (n = 340,000); AID 493091;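 active = inhibition above about 50% at 20 µM, limit read from the data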;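 note: plate controls were DMSO wells with enzyme for no effect and wells lacking enzyme for full effect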
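Assay system: SCP-1 catalytic fragment, aa 76-261 | Buffer or medium: Tris acetate buffer pH 5.5 with MgCl2 and Tween-20 | Compound: One concentration, 20 µM, with 1.0% DMSO | Also added: Phospho 17-mer peptide substrate | Signal: Absorbance at 630 nm | Incubation: 45 min enzyme reaction at room temperature | Measure: % inhibition of SCP-1 phosphate liberation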
Tb MetRS inh: Trypanosoma brucei MetRS inhibition; purified T. brucei MetRS, ATP depletion, Kinase-Glo luminescence; inhibition, % at 11.9 µM; actives 0.4% (n = 360,000);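 active = inhibition above a per-plate cutoff of the control wells' mean inhibition plus 3 SD, cut at about 5.5% in these data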;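 note: 0% = DMSO wells median and 100% = median of wells with control inhibitor compound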
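Measured by: Kinase-Glo luciferase luminescence reporting remaining unconsumed ATP. Material: purified T. brucei MetRS enzyme. Doses: 11.9 µM compound single dose, 0.9% DMSO. Medium: HEPES buffer containing pyrophosphatase, BSA, spermine, DTT. Times: 15 min preincubation, 2 h reaction, all 25 °C. Reagent: methionine, ATP and bulk E. coli tRNA.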
Active calls of the source: *; i = inactive; · = no result given; + = active, no number.

SKN-1 inh,Neddylation inh,SUMO1-SIM PPI,LMPTP block,DNMT1 block,CendR NRP1 mod,STEP inh,NadD inh,Scp-1 inhibitor,Tb MetRS inh,smiles
-8,i,-1,0.7,7,12,2,-1,-3,-0.2,CNC(=O)c1nnsc1S(=O)(=O)c1ccc(Cl)cc1
-1,i,-2,-1.6,0,10,-3,4,3,0.3,CC1CN(C(C)C(=O)NC(c2ccccc2)c2ccccc2)CC(C)O1 (stereo not drawn)
10,i,6,2.4,-8,30*,0,-1,·,-0.3,O=C(Nc1cccc(C(F)(F)F)c1)C1Cc2c(-c3cccc(F)c3)ccnc2O1 (stereo not drawn)
16,i,5,-0.1,3,-11,0,-3,·,0.0,O=S1(=O)CC(N2CCCC2)CN1Cc1ccc(F)cc1 (stereo not drawn)
18,i,2,-1.1,-1,15,0,5,1,-0.1,CNC(=O)Cn1ncc2c(C)n(Cc3ccc(C)cc3)c(C)c2c1=O
1,i,-4,0.0,1,13,4,-7,-6,-0.2,COc1ccccc1N(C)S(=O)(=O)c1ccc(C(=O)OCC(=O)NCc2ccco2)cc1
-17,i,-19,-0.3,-4,-18,6,-6,-19,-0.2,COc1cc2c(cc1OC)/C(=C/C(=O)c1ccc(NC(C)=O)cc1)NCC2
12,i,-5,-1.1,26,-7,-2,10,-6,-0.8,O=c1c2ccccc2sc2nc(C3CCCCC3)n(Cc3ccco3)c(=O)c12
2,i,4,-2.7,-1,-9,1,0,-4,-1.0,O=C(Nc1nccs1)c1ccc(N2C(=O)C3CCCCC3C2=O)cc1 (stereo not drawn)
0,i,-2,1.1,15,-8,2,-6,-1,0.7,CC(C)(C)c1cc(CN(CCO)CCO)cc(C(C)(C)C)c1O
19,i,-26,0.9,0,13,1,-5,-12,0.4,CCc1ccc(Nc2ccc(C(=O)O)cc2[N+](=O)[O-])cc1
-2,i,0,0.9,-9,14,5,-2,·,-0.1,CCOc1ccc(-c2cc(C(=O)Nc3cc(OC)c(OC)c(OC)c3)[nH]n2)c(C)c1
-4,i,-1,-1.9,-5,0,-1,11,-2,-1.0,O=C(c1cc2c(s1)CCCC2)N1CCN(C(=O)C2CCCO2)CC1 (stereo not drawn)
21,i,-1,34,-4,18,-2,4,·,-0.1,COc1ccccc1CNc1nc(NCCNC(C)=O)c2sccc2n1
-12,i,0,-0.9,-3,-12,-4,-3,-7,-0.5,O=c1c(-c2n[nH]c(=S)n2-c2ccccc2)cccn1Cc1cccc(Cl)c1
-1,i,-4,-1.4,-1,6,1,-1,0,-0.6,COc1cccc(NS(=O)(=O)c2csc(C(N)=O)c2)c1
12,i,7,-2.5,3,4,2,-3,-11,-0.2,CC[C@@H]1C=C(C(=O)O)[C@H](c2ccc(Br)cc2)N1S(=O)(=O)c1ccc(C)cc1
-12,i,-7,-0.8,-12,-15,-2,7,·,-0.2,C#Cc1ccc([C@@H]2C=C(C(=O)N3CCN(Cc4ccccc4)CC3)O[C@H](OCCCCO)C2)cc1
-9,i,-10,0.0,-4,0,4,-4,·,0.2,CC(C)c1ccc(NC(=O)Nc2nc(C(C)N)cs2)cc1 (stereo not drawn)
-2,i,-3,-0.8,6,-9,0,-2,-11,1.7,Cc1ccc(NC(=S)N2CCN(c3nccc(C(F)(F)F)n3)CC2)c(C)c1
-4,i,2,1.8,-14,11,0,-4,·,-0.7,CCCCCCNC(=O)O[C@@]12CN(S(=O)(=O)c3ccc(C)cc3)C[C@]1(O)Cn1c(=O)n(CCCCCC)c(=O)n1C2
0,i,-39,1.7,16,2,2,2,0,0.0,NC1=NC[C@H](c2ccccc2)N1CCCCC1CCCCC1
-3,i,-5,-0.4,0,11,-3,2,-10,2.9,Cc1ccc(C(=O)NCC(=O)OCc2csc(-c3ccccc3)n2)cc1
-12,i,0,-1.6,-1,31*,-3,-3,-5,-0.6,Cn1nccc1C(=O)N1CCN(C23CC4CC(CC(C4)C2)C3)CC1
-16,i,7,-1.4,-1,7,0,0,-2,0.0,CCOC(=O)C(N)CSC1CC(=O)N(c2ccc(C(=O)OC)cc2)C1=O (stereo not drawn)
9,+,-3,0.3,1,-7,-6,10,-7,0.4,COc1ccc(OC)c(C=NNC(=O)c2ccccc2NS(=O)(=O)c2cccs2)c1
17,i,2,1.5,3,7,1,-4,-6,-0.5,COc1cc2ccccc2cc1C(=O)N1CCc2ccccc21
-1,i,3,4.3,-8,-5,2,-2,·,-0.1,CC1(C(=O)Nc2cccc3c2CCCC3)CCN1C(=O)CCc1ccc(Cl)cc1Cl (stereo not drawn)
-27,i,-1,0.4,-4,2,-2,-3,-3,-1.2,CCC(C)NC(=O)NC(=O)N(C1CCCCC1)S(C)(=O)=O (stereo not drawn)
12,i,0,-0.4,5,2,0,-6,-3,-0.6,CC1=C(C(=O)Nc2cccnc2)C(c2cccnc2)n2ncnc2N1 (stereo not drawn)

As entered above:
Under DNMT1 block, Cc1ccc(NC(=S)N2CCN(c3nccc(C(F)(F)F)n3)CC2)c(C)c1 shows 6
Under Tb MetRS inh, CC(C)(C)c1cc(CN(CCO)CCO)cc(C(C)(C)C)c1O shows 0.7

The results go on:
SKN-1 inh,Neddylation inh,SUMO1-SIM PPI,LMPTP block,DNMT1 block,CendR NRP1 mod,STEP inh,NadD inh,Scp-1 inhibitor,Tb MetRS inh,smiles
14,·,1,1.4,-20,6,-3,4,-10,-1.8,COc1ccc(C2Nc3ccccc3C(=O)N2Cc2ccco2)cc1COc1ccc(NC(C)=O)cc1 (stereo not drawn)
-4,i,45*,-1.1,4,-6,0,1,-2,-0.4,CCOc1ccc(NC(=O)c2ccc(CNc3c(N4CCCC4)c(=O)c3=O)cc2)cc1
0,i,-2,0.6,43,-14,-4,7,-4,-0.9,O=C(CN(C(=O)C1CSC(=O)C1)c1cccc(F)c1)NC1CCCC1 (stereo not drawn)
33,·,-7,-1.1,-6,3,0,6,-6,-0.4,CCCn1nc2cc(C(=O)NC3CCc4ccccc43)ccc2c1OCC (stereo not drawn)
-5,i,1,-0.2,1,1,-1,0,-2,-0.2,CC1CC(C)CN(C(=O)CCNC(=O)c2ccccc2Cl)C1 (stereo not drawn)
48*,i,11,6.4,-26,-13,17,1,-7,0.2,O=C(Nc1nc(-c2ccc(Cl)s2)cs1)c1cccs1
5,i,0,-0.4,2,-3,3,4,-5,-1.1,O=C(O)CCSc1nnc(-c2ccncc2)n1-c1ccccc1
1,i,1,0.2,2,14,-2,1,3,-0.5,CCOC(=O)Cn1c(=NC(=O)CN2C(=O)CCC2=O)sc2cc(S(N)(=O)=O)ccc21
19,i,0,2.3,-17,10,2,-3,5,-0.8,Cc1ccc2c(ccn3cc4c(c(=O)n(C)c(=O)n4C)c23)c1
7,i,5,1.3,2,6,-5,-3,-7,0.3,O=C(Nc1ccccc1-c1ccccc1)NC1CC2CCCC(C1)N2Cc1ccc(F)cc1 (stereo not drawn)
9,i,17,-0.4,0,-7,-1,8,-1,-0.2,COc1cccc(OCC(=O)Nc2cc(NC(=O)COc3cccc(OC)c3)cc(C(=O)O)c2)c1
-9,i,0,0.0,14,-2,-2,-1,-2,-1.0,Cc1nn(Cc2ccc(Cl)cc2Cl)c(C)c1NC(=O)Cn1nc([N+](=O)[O-])c(Cl)c1C
11,i,-5,0.8,-29,-62,5,3,-1,-1.1,CSc1nsc(/C=C/Nc2ccc(F)cc2F)c1C#N
-3,i,-1,0.3,2,0,0,1,34,0.3,CCOc1ccccc1N1CCN(CC(=O)NCCc2ccc(S(N)(=O)=O)cc2)CC1
-6,i,0,-1.0,1,0,-5,-7,-5,0.5,CN(C)C(CNC(=O)c1cc(S(=O)(=O)N(C)c2ccccc2)ccc1Cl)c1cccs1 (stereo not drawn)
-2,i,2,-1.2,4,8,-1,-5,-2,-1.0,Cc1cc(C)nc(Nc2n[nH]c(COc3ccc(Cl)cc3)n2)n1
-10,i,4,0.3,0,-7,0,-4,2,-0.3,O=C(CCS(=O)(=O)c1ccccc1)Nc1nc(-c2ccccn2)cs1
-6,i,1,-2.3,0,3,1,0,-4,1.1,CCOC(=O)CN(Cc1sccc1C)C(=O)Nc1cccc(OC)c1
3,i,-11,1.3,2,-14,-3,2,-7,-0.4,CC(=O)c1ccc(S(=O)(=O)NCCC(=O)NC2CCN(Cc3ccccc3)CC2)cc1
-21,i,0,-0.3,0,9,1,-9,3,1.9,N#Cc1cccc(NC(=O)Cn2cnc(S(=O)(=O)N3CCCCC3)c2)c1
0,i,0,0.2,-1,9,2,0,·,-0.4,CCc1nc2c(OCc3ccccc3)cccn2c1N(C)C(=O)COc1ccccc1
-14,i,0,-0.9,1,0,-2,-6,-9,-0.3,O=C(COc1ccccc1Cl)NNC(=O)C1CCCO1 (stereo not drawn)
-24,i,-9,-0.3,4,-12,-1,-2,1,0.5,Cc1c(/C=C/C(=O)c2ccccc2)cnn1C
2,i,-14,4.6,-14,-7,3,29*,4,-0.5,Cc1[nH]c2ccc(C(=O)NCCCN3CCCCCC3)cc2c1C
13,i,1,-1.2,1,2,-2,-5,-6,-0.1,Cc1ccc(OCC(O)CNS(=O)(=O)c2ccccc2C(=O)O)cc1 (stereo not drawn)
-5,i,-111,-8.3,-19,-7,3,1,-16,-0.1,CCOc1ccccc1OCCCC(=O)N1CCN(S(=O)(=O)c2ccc(Cl)cc2)CC1
28,i,0,-1.8,-2,12,2,0,-7,-0.2,C(=NOCc1ccccc1)c1ccncc1
4,i,8,0.3,-2,-3,3,-6,-8,-1.3,O=P(c1ccccc1)(c1ccccc1)c1ccc(O)cc1
-3,i,-1,-0.1,10,-6,0,-10,-5,-0.1,COc1ccc(/C=N/NC(=O)c2ccoc2C)cc1OC
-5,i,1,-0.8,0,4,0,1,0,0.5,Cc1cc(C)n(C(=O)N(c2ccccc2)c2ccccc2)n1
8,i,0,-1.4,3,1,-1,2,-11,-1.1,COc1cccc(/C=C2\N=C(c3c(-c4ccccc4)noc3C)OC2=O)c1

One compound at a time, from the list above. Values in the order: SKN-1 inh, Neddylation inh, SUMO1-SIM PPI, LMPTP block, DNMT1 block, CendR NRP1 mod, STEP inh, NadD inh, Scp-1 inhibitor, Tb MetRS inh
`O=P(c1ccccc1)(c1ccccc1)c1ccc(O)cc1` is entered as 4, i, 8, 0.3, -2, -3, 3, -6, -8, -1.3
`COc1cccc(/C=C2\N=C(c3c(-c4ccccc4)noc3C)OC2=O)c1` is entered as 8, i, 0, -1.4, 3, 1, -1, 2, -11, -1.1

Bioassay records from PubChem BioAssay.

No enrichment for hits, and some 4.6% of all compounds hit somewhere here.
